# High-throughput results: PubChem BioAssay, National Center for Advancing Translational Sciences (NCATS)
# Luciferase inh: blocks Photinus pyralis firefly luciferase activity; purified firefly luciferase, luminescence, 8 min; Potency, µM (highest dose often 57.1 µM), without a hit: at the top dose activity change, negative = inhibition, actives largely listed as inhibitors; AID 411; hit rate 2.2% among 72,000; also: potency is read from the fitted curve at half-maximal effect; % is scaled to controls: 0 for no effect and ±100 for the full control effect; nearly all actives have a fitted effect of over 40% in size
# Target sequence (P08659 whole entry, looked up): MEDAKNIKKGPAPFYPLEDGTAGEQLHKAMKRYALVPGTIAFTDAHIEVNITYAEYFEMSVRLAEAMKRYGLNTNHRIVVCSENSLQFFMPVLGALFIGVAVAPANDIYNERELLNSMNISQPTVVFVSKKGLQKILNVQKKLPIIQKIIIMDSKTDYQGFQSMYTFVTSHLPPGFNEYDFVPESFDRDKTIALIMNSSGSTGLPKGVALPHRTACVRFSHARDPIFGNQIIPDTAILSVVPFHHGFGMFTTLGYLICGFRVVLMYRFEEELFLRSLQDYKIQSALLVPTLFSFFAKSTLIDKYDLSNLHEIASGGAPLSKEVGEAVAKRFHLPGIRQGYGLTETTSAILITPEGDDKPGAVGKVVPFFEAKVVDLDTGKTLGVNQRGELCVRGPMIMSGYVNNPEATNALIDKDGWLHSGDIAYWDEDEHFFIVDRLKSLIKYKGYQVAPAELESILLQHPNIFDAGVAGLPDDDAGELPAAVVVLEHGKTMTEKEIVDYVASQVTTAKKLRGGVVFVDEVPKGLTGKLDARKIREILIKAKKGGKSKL
#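 Here, luciferase activity is measured as luminescence following an 8 min room-temperature reaction at 10 uM ATP, pH 7.2. Every library sample is titrated.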
# Epigenetic mod: epigenetic GFP locus derepression in mouse cells | mouse C127i GFP locus derepression, cytometry, 30 h | Potency, µM (top dose mostly 46.1 µM), inactives show top-dose GFP derepression (activation) | hit rate 0.09% among 68,000 | AID 597; also: % of control where 0% means no effect
#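 Derepression screen: silenced CMV-GFP reporter in murine C127i cells, 30 h compound incubation at 37 C, washed cells imaged by laser-scanning cytometer to enumerate GFP-expressing objects of 20 to 120 um.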
# Tau filament bind: binders of human tau filaments; hit rate 2% among 71,000; Potency, µM (doses to about 57.1 µM), inactives show top-dose activity change, negative = inhibition; AID 596; recombinant tau filaments, thioflavin S fluorescence, 15 h; filaments grown with octadecylsulfate alongside compound; P10636;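 also: potency is read from the fitted curve at half-maximal effect; % is scaled to controls: 0 for no effect and ±100 for the full control effect; actives lower thioflavin S fluorescence by blocking filaments or displacing dye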
#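 Tau 2 uM in ThS buffer dispensed; compound added; 60 uM ODS added (finals 1 uM tau, 30 uM ODS); 15 h 37 C; fluor ex450/em510.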
# CRE Fsk mod: modulators of forskolin-stimulated CRE signaling in CHO cells; CHO CRE-bla reporter (cAMP response element driving beta-lactamase), forskolin EC10, beta-lactamase ratio; hit rate 2.5% among 71,000; Potency, µM (titrated, usually from 38.2 µM), inactives show top-dose activity change, negative = inhibition, most hits filed as activators; active = well fitted activation curve with a large enough effect in the signal ratio, with a control signal flat, not every such curve was filed as active; inconclusive = small, poorly fitted or top-dose-only effect, or effect the other way, or a change in a side signal; the % refers to the signal ratio; also: potency is read from the fitted curve at half-maximal effect; % of control where 0% means no effect
#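 CHO CRE-bla cells, overnight plating in Opti-MEM with 0.5% dialyzed FBS; cpd titration + EC10 NKH 477, 3 h 37 °C; CCF4 2 h RT; ex 405/em 460 vs 530 ratio → %Activity, AC50.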
# UbGFP stabilizer: inhibits proteasome, raising ubiquitin-GFP reporter fluorescence; Ubiquitin-GFP reporter cells, proteasome inhibition, GFP fluorescence; response scale: untreated = 0%, 10 µM MG-132 = 100%; Potency, µM (highest dose often 45.9 µM), for inactives: at the top dose activation (GFP accumulation), actives largely listed as activators; 67,000 tested, under 10 active; AID 526; active = well fitted activation curve with a large enough effect, not every such curve was filed as active; inconclusive = small, poorly fitted or top-dose-only effect, or another doubt; inactive = no such curve, though single readings can be large or run the other way; also: potency is read from the fitted curve at half-maximal effect
#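 Proteasome block read as GFP accumulation: ubiquitin(G76V)-GFP U2OS cells exposed to compound (2.9 nM–46 uM) for 4 hr at 37 C. Normalization used untreated cells as 0% and 10 uM MG-132 as 100%; concentration-response curves fitted.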
# Hsp90 Hop PPI: changes Hsp90-Hop TPR2A binding signal, up or down. AlphaScreen TPR2A-His6 binding biotin-Hsp90 C-terminal peptide. Potency, µM (titrated, usually from 57 µM), without a hit: top-dose activity change, negative = inhibition. hit rate 0.44% among 71,000. AID 595; active = well fitted curve in either direction with a large enough effect; inconclusive = small, poorly fitted or top-dose-only effect, or another doubt; also: potency is read from the fitted curve at half-maximal effect; % is scaled to controls: 0 for no effect and ±100 for the full control effect; many of its hits are not listed in these tables
# ERK AVP block: blocks ERK signaling stimulated by vasopressin; HEK293-V1b, vasopressin-stimulated pERK AlphaScreen; Potency, µM (top dose mostly 57.5 µM), without a hit: at the top dose activity, negative = inhibition, most hits filed as inhibitors; hit rate 0.99% among 72,000; also: potency is read from the fitted curve at half-maximal effect; % is scaled to controls: 0 for no effect and ±100 for the full control effect; nearly all actives have a fitted effect of over 55% in size
#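 Phosphorylated ERK1/2 detected via AlphaScreen bead proximity in lysates of V1b-expressing HEK293 cells given 25 nM vasopressin for 5 min after 30 min compound exposure (37 °C). AC50 from Hill equation; basal DMSO 0%, vasopressin 100%.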
# DNA Pol III inh: inhibitors of bacterial DNA polymerase III holoenzyme; reconstituted DNA polymerase III holoenzyme replication, biochemical; Potency, µM (titrated, usually from 57.1 µM), for inactives: top-dose activity change, negative = inhibition; hit rate 0.25% among 71,000; AID 603; also: potency is read from the fitted curve at half-maximal effect; % is scaled to controls: 0 for no effect and ±100 for the full control effect
#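 Reconstituted *E. coli* holoenzyme (0.35 nM Pol III, 1 nM beta, 154 nM SSB, 2 nM primase) was preincubated with compound for 15 min at RT. Synthesis on 1.4 nM ssM13Gori ran 35 min, then was stopped with PicoGreen/EDTA and read as dsDNA fluorescence.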
# ALOX15 inhib: blocks human 15-lipoxygenase activity; Potency, µM (doses to about 57.1 µM), for the others: top-dose activity change, negative = inhibition, hits mostly inhibitors; P16050; purified 15hLO-1, xylenol orange hydroperoxide absorbance; hit rate 1.4% among 74,000; AID 887; also: potency is read from the fitted curve at half-maximal effect; % is scaled to controls: 0 for no effect and ±100 for the full control effect; nearly all actives have a fitted effect of over 55% in size
#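 40 nM 15hLO-1 + cpd, 15 min RT; start w/ 50 uM AA (final), 6 min RT; stop/detect w/ 200 uM XO + 300 uM Fe(II) in 50 mM H2SO4, 30 min; A573/A405. Buffer 25 mM Hepes pH 7.5, 0.01% Triton X-100. No-enzyme wells as negative control.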
# HBB splicing: hemoglobin beta splicing modulation | HBB splicing reporter cell assay, activation; EGFP reporter with mutant IVS2-654 intron; response scale: normalised to 500 nM splice-correcting PNA | Potency, µM (highest dose often 46.1 µM), for inactives: at the top dose activation, hits mostly activators | hit rate 0.06% among 65,000; also: potency is read from the fitted curve at half-maximal effect; 0% is about no effect
#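 HeLa cells stably expressing EGFP interrupted by mutant beta-globin intron 2 (IVS2-654), 500/well in 2% FCS. Treated with compound for 2 days at 37C. Splicing correction scored as total well GFP intensity (488 nm excitation, 500-520 nm emission); 500 nM antisense PNA served as control.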
# HADH2 inhib: blocks human hydroxyacyl-CoA dehydrogenase type II | Q99714 | recombinant HADH2, NADH fluorescence, beta-hydroxybutyryl-CoA | Potency, µM (highest dose often 57.1 µM), inactives show at the top dose activity change, negative = inhibition, usual class: inhibitors | hit rate 3.4% among 73,000; also: potency is read from the fitted curve at half-maximal effect; % is scaled to controls: 0 for no effect and ±100 for the full control effect; nearly all actives have a fitted effect of over 60% in size; many of its hits are not listed in these tables
# Target sequence (Q99714 whole entry, looked up, one chain of several): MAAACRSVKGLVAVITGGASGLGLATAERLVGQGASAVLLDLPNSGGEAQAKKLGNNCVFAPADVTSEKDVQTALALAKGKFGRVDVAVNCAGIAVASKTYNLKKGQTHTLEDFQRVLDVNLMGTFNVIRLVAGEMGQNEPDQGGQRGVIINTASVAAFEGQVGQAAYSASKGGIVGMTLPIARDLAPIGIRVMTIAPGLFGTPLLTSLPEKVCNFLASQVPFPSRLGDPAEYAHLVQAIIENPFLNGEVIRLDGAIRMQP
#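 Activity measured as NADH fluorescence gain (360/450 nm), taken as the change between first and last reads of a 4-min kinetic run. Conditions: pH 9.0 Tris buffer, 20 nM E. coli-expressed His-tagged enzyme, 1 mM NAD+, 90 uM beta-hydroxybutyryl-CoA; 15-min compound preincubation.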
# * hit, by the source's call; ? = inconclusive; nt = no result given; [ ] = remark or other dose. Unless noted, calls follow the shape of the dose curve; as a rule, active = well fitted curve in the direction sought with a large enough effect; inconclusive = small, poorly fitted or top-dose-only effect, or another doubt; inactive = no such curve, though single readings can be large; an effect the other way counts as inactive or inconclusive.
no.	molecule	Luciferase inh	Epigenetic mod	Tau filament bind	CRE Fsk mod	UbGFP stabilizer	Hsp90 Hop PPI
1	Cc1oc2cc3c(C(=O)OCCN(C)C)c(C)oc3cc2c1C(=O)OCCN(C)C	-6%	2%	12%	3%	-3%	-2%
2	Cc1sc2ncnc(SCC(=O)c3cccs3)c2c1C	0%	-2%	356%	?	-12%	0%
3	O=C(CN1C(=O)CCC1=O)Nc1nc(-c2cccs2)cs1	2%	2%	10%	-1%	-2%	-1%
4	O=C(CN1C(=O)c2ccccc2C1=O)Nc1cccc2cccnc12	-4%	0%	8%	0%	6%	-1%
5	CS(=O)(=O)N(CC(=O)NC1CCCCC1)c1cccc(Cl)c1	2%	5%	-20%	-5%	-7%	-2%
6	Cc1nn(C)c(C)c1NC(=O)CSc1nc(-c2ccccc2F)nc2c1cnn2-c1ccccc1	-5%	0%	-21%	?	2%	-5%
7	CS(=O)(=O)N1CCC2(CCN(c3ccccc3)CC2)CC1	-1%[11.4 µM]	-2%[9.22 µM]	-8%	-3%	-13%	-9%
8	O=C(O)c1cc(-c2ccco2)nc2ccccc12	-18%	4%	2%	-7%	-4%	-3%
9	COc1ccc(OCC(=O)Nc2ncc3c(n2)CC(C)(C)CC3=O)cc1	2%	-2%	-7%	-6%	-10%	-2%
10	COc1ccc(Br)cc1S(=O)(=O)N1CCOCC1	1%	-3%	0%	?	-12%	0%

no.	ERK AVP block	DNA Pol III inh	ALOX15 inhib	HBB splicing	HADH2 inhib
1	7%	-7%	3%	nt	9%
2	3%	-6%	0%	-1.4%[9.22 µM]	-4%
3	25%	6%	0%	1.2%[57.5 µM]	-4%
4	-3%	-1%	2%	0.5%	14%
5	-6%	2%	8%	-0.1%	6%
6	-16%	-2%	-10%	-0.2%	-1%
7	-4%	-10%	-1%	5.4%	0%
8	-11%	-14%	-9%	-0.1%	25µM*
9	-12%	0%	6%	1.6%[1.84 µM]	-1%
10	-13%	-11%	6%	-0.6%	-5%

# Next part:
no.	molecule	Luciferase inh	Epigenetic mod	Tau filament bind	CRE Fsk mod	UbGFP stabilizer	Hsp90 Hop PPI
11	O=C(COC(=O)c1ccc2c(c1)OCO2)NC1CCS(=O)(=O)C1 (centres undefined)	2%	-1%	-3%	4%	-2%	-1%
12	c1cn2c(NC3CCCC3)c(-c3ccc(N4CCOCC4)cc3)nc2cn1	2.5µM*	nt	15%	?	5%	7%
13	O=C(c1ccco1)N1CCN(C(=O)c2cnn3cccnc23)CC1	0%	-3%	4%	-11%	0%	-6%
14	Cc1ccc(NC(=O)CCn2c(=O)oc3ccccc32)cc1	2%	1%	5%	-25%	-15%	3%
15	CCCCCCCCOc1ccc(C(=O)O)cc1	nt	nt	-9%	?	nt	1%
16	CC1CCc2nn(CC(=O)NCCC3=CCCCC3)cc2C1 (centres undefined)	1%	-8%	-18%	7%	-3%	1%
17	O=S(=O)(NCc1ccc2c(c1)OCO2)c1cccc2cccnc12	0%	-3%	0%	-10%	0%	-4%
18	Cn1c(-c2ccc3c(c2)OCO3)cnc1NCc1cccc(Cl)c1	-10%	0%	7%	?	1%	-20%
19	COc1ccc(-c2cc(CCCC(=O)NCCc3cc(OC)ccc3OC)no2)cc1	-22%	-6%	82%	?	nt	-6%
20	CCOC(=O)N1CCN(C(=O)CCc2c(C)nc3nc(C)nn3c2C)CC1	3%	0%	11%	?	3%	-5%

no.	ERK AVP block	DNA Pol III inh	ALOX15 inhib	HBB splicing	HADH2 inhib
11	1%	6%	-2%	-0.1%[57.5 µM]	-4%
12	nt	-7%	-6%	-0.2%	11%
13	-11%	-6%	7%	1.3%	6%
14	27%	-9%	4%	0.7%	-2%
15	29%	-5%	-7%	0.3%	-5%
16	-4%	-7%	-5%	-0.7%	5%
17	0%	2%	4%	0.0%	2%
18	?	-3%	20µM*	-4.0%	?
19	-19%	2%	-7%	-1.7%[0.369 µM]	7%
20	10%	0%	8%	0.5%	7%

# Profiles from above. Values in the order: Luciferase inh | Epigenetic mod | Tau filament bind | CRE Fsk mod | UbGFP stabilizer | Hsp90 Hop PPI | ERK AVP block | DNA Pol III inh | ALOX15 inhib | HBB splicing | HADH2 inhib
# `CCCCCCCCOc1ccc(C(=O)O)cc1` in the list: nt | nt | -9% | ? | nt | 1% | 29% | -5% | -7% | 0.3% | -5%
# `Cn1c(-c2ccc3c(c2)OCO3)cnc1NCc1cccc(Cl)c1` in the list: -10% | 0% | 7% | ? | 1% | -20% | ? | -3% | 20µM* | -4.0% | ?

# Next part:
no.	molecule	Luciferase inh	Epigenetic mod	Tau filament bind	CRE Fsk mod	UbGFP stabilizer	Hsp90 Hop PPI
21	CCOc1ccc(CN2CCN(S(=O)(=O)c3ccc(NC(C)=O)cc3)CC2)cc1OC	3%	0%	2%	9%	-1%	-2%
22	CCOc1ccccc1N(C)C(=O)C1CCN(S(=O)(=O)c2cccc3nonc23)CC1	2%	0%	?	7%	-9%	-11%
23	COc1c(Cl)cc(Cl)cc1C(=O)Nc1ccccc1N1CCN(C(C)=O)CC1	-1%	0%	5%	6%	-4%	-1%
24	Nc1n[nH]c2ccccc12	1%[11.4 µM]	2%[9.22 µM]	-10%[11.4 µM]	-3%[7.6 µM]	-2%[9.17 µM]	-6%[11 µM]
25	C=CCOc1nc2c(c(=O)n(C)c(=O)n2C)n1C	2%	0%	9%[11.4 µM]	?	11%[9.17 µM]	-10%[11 µM]
26	C/C(N)=C(/C#N)C(=O)COC(=O)c1cc(S(=O)(=O)N2CCCCC2)ccc1C	2%	-1%	6%	1%	12%	3%
27	Cc1cccc2cc(CN(CC3CCCO3)C(=O)NC3CCCCC3)c(=O)[nH]c12 (centres undefined)	-1%	0%	-16%	-2%	-4%	-1%
28	CCOC(=O)CC(=O)Nc1c(C)cc(C)cc1C	-1%	2%	19%	0%	-2%	0%
29	O=C1NCCCC2c3cc(O)c4ccccc4c3OC12N1CCCCC1 (centres undefined)	-5%	0%	?	?	11%	?
30	O=C(Nc1nnc(C2CCCO2)s1)c1cccs1 (centres undefined)	3%	0%	11%	4%	1%	-4%

no.	ERK AVP block	DNA Pol III inh	ALOX15 inhib	HBB splicing	HADH2 inhib
21	0%	-2%	-5%	nt	22%
22	-8%	-1%	-2%	-2.2%	1%
23	?	0%	5%	-0.6%	34%[activator]
24	12%[11.5 µM]	-11%[11.4 µM]	-3%[11.4 µM]	-3.5%[9.22 µM]	-10%[11.4 µM]
25	-16%	-1%[11.4 µM]	2%[11.4 µM]	-0.9%[0.0738 µM]	12%[11.4 µM]
26	33%	7%	0%	-0.3%	6%
27	-22%	0%	1%	0.7%[57.5 µM]	2%
28	-10%	0%	17%	0.3%	-4%
29	-24%	-10%	?	4.4%[1.84 µM]	?
30	-18%	-10%	1%	-0.4%	?

# Next part.
no.	molecule	Luciferase inh	Epigenetic mod	Tau filament bind	CRE Fsk mod	UbGFP stabilizer	Hsp90 Hop PPI
31	O=C(Cn1nnc(-c2ccccc2NC(=O)c2ccccc2F)n1)NCc1ccco1	1%	0%	418%	8%	-1%	-5%
32	O=C(COc1cccc2cccnc12)NCC(F)(F)F	2%	5%	27%	-9%	0%	-16%
33	Cc1cccc(N(C(=O)CCC(=O)Nc2ccccn2)C(C(=O)NC(C)C)c2ccc(O)cc2)c1 (centres undefined)	-32%	1%	-1%	3%	-2%	-1%
34	O=C(Cn1[nH]c(=O)c2ccccc2c1=O)N1CC=C(c2ccccc2)CC1	-1%	0%	13%	18%	-11%	1%
35	Cc1nc(SCC(=O)NCCc2ccccc2)n[nH]1	0%	0%	2%	-15%	-2%	-4%

no.	ERK AVP block	DNA Pol III inh	ALOX15 inhib	HBB splicing	HADH2 inhib
31	8%	-1%	-17%	-0.5%[57.5 µM]	32%
32	-14%	-3%	-7%	-0.5%[57.5 µM]	-5%
33	-4%	-5%	-7%	-1.4%	5%
34	4%	3%	-27%	-0.9%	3%
35	5%	-4%	-5%	1.2%	4%

# A portion of the library. The share of hits here may be higher or lower than overall.
